High-throughput results: PubChem BioAssay, National Center for Advancing Translational Sciences (NCATS)
GFP derepression – derepresses silenced GFP locus in mouse C127i cells. mouse C127i GFP locus derepression, cytometry, 30 h. Potency, µM (titrated, usually from 46.1 µM), inactives show top-dose GFP derepression (activation). 68,000 tested, 0.09% active. AID 597; further: % of control where 0% means no effect
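Read-out is the number of GFP-positive cells, scored as fluorescent objects 20 to 120 um wide, reflecting derepression of a silenced CMV-GFP reporter in murine C127i cells after 30 h compound exposure at 37 C.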
ERK AVP block – blocks ERK signaling stimulated by vasopressin | Potency, µM (highest dose often 57.5 µM), for the others: at the highest dose activity, negative = inhibition, hits mostly inhibitors | 72,000 tested, 0.99% active | AID 995 | HEK293-V1b, vasopressin-stimulated pERK AlphaScreen; further: potency means the concentration at half of the fitted maximal effect; on the % scale 0 is the no-effect control and ±100 the full control effect; nearly all actives have a fitted effect of over 55% in size
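Phosphorylated ERK1/2 detected via AlphaScreen bead proximity in lysates of V1b-expressing HEK293 cells given 25 nM vasopressin for 5 min after 30 min compound exposure (37 °C). AC50 from Hill equation; basal DMSO 0%, vasopressin 100%.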
HBB splice mod – hemoglobin beta splicing modulation | HBB splicing reporter cell assay, activation; EGFP reporter with mutant IVS2-654 intron; response scale: normalised to 500 nM splice-correcting PNA | Potency, µM (top dose mostly 46.1 µM), without a hit: at the top dose activation, most hits filed as activators | 65,000 tested, 0.06% active; further: potency means the concentration at half of the fitted maximal effect; 0% is about no effect
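Compounds were applied for 2 days to HeLa EGFP-654 cells, 500/well in Optimem with 2% FCS. The reporter's EGFP is disrupted by mis-splicing of beta-globin intron IVS2-654. Readout: summed well GFP fluorescence from 488 nm laser scanning; reference was 500 nM antisense […] 654 PNA.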
CRE-bla Fsk – alters forskolin-stimulated CRE reporter signaling in CHO cells; CHO CRE-bla reporter (cAMP response element driving beta-lactamase), forskolin EC10, beta-lactamase ratio; Potency, µM (series often up to 38.2 µM), without a hit: top-dose activity change, negative = inhibition, actives largely listed as activators; 71,000 tested, 2.5% active; active means well fitted activation curve with a large enough effect in the signal ratio, with a control signal flat, not every such curve was filed as active; inconclusive means small, poorly fitted or top-dose-only effect, or effect the other way, or a change in a side signal; the % refers to the signal ratio; further: potency means the concentration at half of the fitted maximal effect; % of control where 0% means no effect
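Titrated compounds plus EC10 NKH 477 on CHO CRE-bla cells, 3 h, 37 °C. CCF4, 2 h RT. Ratio 460/530 nm → AC50.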
Luciferase inh – inhibitors of firefly luciferase | P08659 | purified firefly luciferase, luminescence, 8 min | Potency, µM (highest dose often 57.1 µM), for inactives: at the top dose activity change, negative = inhibition, usual class: inhibitors | 72,000 tested, 2.2% active; further: potency means the concentration at half of the fitted maximal effect; on the % scale 0 is the no-effect control and ±100 the full control effect; nearly all actives have a fitted effect of over 40% in size
Target sequence (P08659 whole entry, looked up): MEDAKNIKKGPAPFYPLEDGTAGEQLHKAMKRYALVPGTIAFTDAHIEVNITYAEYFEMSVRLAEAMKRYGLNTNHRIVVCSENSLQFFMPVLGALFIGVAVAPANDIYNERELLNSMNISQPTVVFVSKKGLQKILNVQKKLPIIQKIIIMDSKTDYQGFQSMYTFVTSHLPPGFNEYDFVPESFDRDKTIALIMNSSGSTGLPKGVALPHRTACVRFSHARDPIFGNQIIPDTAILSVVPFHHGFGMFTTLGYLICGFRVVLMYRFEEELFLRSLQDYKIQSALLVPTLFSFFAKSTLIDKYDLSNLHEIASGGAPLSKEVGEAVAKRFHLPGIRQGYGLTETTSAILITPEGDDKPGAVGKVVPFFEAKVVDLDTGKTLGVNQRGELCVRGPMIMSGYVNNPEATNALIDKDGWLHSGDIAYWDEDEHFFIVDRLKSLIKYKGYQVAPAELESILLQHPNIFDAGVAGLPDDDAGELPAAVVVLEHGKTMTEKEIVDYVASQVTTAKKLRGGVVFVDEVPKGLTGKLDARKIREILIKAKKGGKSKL
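Here, luciferase activity is measured as luminescence following an 8 min room-temperature reaction at 10 uM ATP, pH 7.2. Every library sample is titrated.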
4-MU autofl – compound fluoresces in the 4-MU spectral region. compound autofluorescence, 340/450 nm, 4-MU equivalents; stronger effect = higher value. max dye-equivalent concentration, M. 59,000 tested, 11% active. AID 589; in the data active means max dye-equivalent concentration above about 10 nM; inconclusive means mostly about 1.1 nM to 9.6 nM
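Compounds in 100 mM Tris, pH 8.0, sat 15 min at room temperature before fluorescence was read at 340 nm excitation/450 nm emission; a per-plate six-point 4-MU standard curve converted signals to dye-equivalent concentration at each compound concentration.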
Hsp90 Hop PPI – changes Hsp90-Hop TPR2A binding signal, up or down; AlphaScreen TPR2A-His6 binding biotin-Hsp90 C-terminal peptide; 71,000 tested, 0.44% active; Potency, µM (top dose mostly 57 µM), without a hit: top-dose activity change, negative = inhibition; active means well fitted curve in either direction with a large enough effect; inconclusive means small, poorly fitted or top-dose-only effect, or another doubt; further: potency means the concentration at half of the fitted maximal effect; on the % scale 0 is the no-effect control and ±100 the full control effect; many of its hits are not listed in these tables
Ub-GFP proteasome – proteasome inhibitors stabilizing ubiquitin-GFP reporter | AID 526 | 67,000 tested, under 10 active | Potency, µM (doses to about 45.9 µM), for the others: at the highest dose activation (GFP accumulation), hits mostly activators | Ubiquitin-GFP reporter cells, proteasome inhibition, GFP fluorescence; response scale: untreated = 0%, 10 µM MG-132 = 100%; active means well fitted activation curve with a large enough effect, not every such curve was filed as active; inconclusive means small, poorly fitted or top-dose-only effect, or another doubt; inactive means no such curve, though single readings can be large or run the other way; further: potency means the concentration at half of the fitted maximal effect
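Proteasome blockade was scored as a rise in GFP-expressing U2OS cells carrying a ubiquitin(G76V)-GFP construct, imaged after 4 hr compound treatment at 37 °C across a 46 uM–2.9 nM series.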
Texas Red fluor – compound fluoresces in the Texas Red spectral region; Compound fluorescence, Texas Red channel, 547/618 nm; stronger effect = higher value; max dye-equivalent concentration, M; 59,000 tested, 0.06% active; in the data active means max dye-equivalent concentration above about 10 nM; inconclusive means between about 1.1 nM and that limit
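Texas Red-region profiling: compounds in 100 mM Tris pH 8.0 were read at 547/618 nm after 15 min at room temperature. Intensities were normalized against a six-point Texas Red standard series to give dye-equivalent concentration.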
Fluorescein fluor – compound fluoresces in the fluorescein spectral region | Compound autofluorescence, 480/540 nm, fluorescein-equivalent; stronger effect = higher value | 59,000 tested, 0.91% active | max fluorescein-equivalent concentration, M; in the data active means max fluorescein-equivalent concentration above about 10 nM; inconclusive means between about 1.1 nM and that limit
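Compounds were pin-transferred into 100 mM Tris buffer, pH 8.0, and incubated 15 min at room temperature. Fluorescence was read at 480 nm excitation/540 nm emission. Signals were normalized to an on-plate six-point fluorescein standard curve as dye-equivalent concentration.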
A350 fluor – compound fluoresces in the Alexa 350 spectral region; Compound autofluorescence, 340/450 nm, Alexa 350 dye-equivalents; stronger effect = higher value; max dye-equivalent concentration, M; 59,000 tested, 11% active; in the data active means max dye-equivalent concentration above about 10 nM; inconclusive means mostly about 1.1 nM to 9.6 nM
An asterisk follows results filed as active; i = inactive; ? = inconclusive; / = not tested or not shown; & = joins results of further samples; [ ] = dose if it differs, or a comment. Unless noted, the call rests on the fitted dose curve; in most records, active means well fitted curve in the direction sought with a large enough effect; inconclusive means small, poorly fitted or top-dose-only effect, or another doubt; inactive means no such curve, though single readings can be large; an effect the other way counts as inactive or inconclusive.

#	SMILES	GFP derepression	ERK AVP block	HBB splice mod	CRE-bla Fsk	Luciferase inh	4-MU autofl	Hsp90 Hop PPI	Ub-GFP proteasome	Texas Red fluor	Fluorescein fluor	A350 fluor
1	O=C1NC2C(NC(=O)N2C2CCCCC2)N1C1CCCCC1 (stereo unspecified)	-1%	7%	-1.9%	2%	0%	i	1%	0%	i	?	i
2	CCN1C(=O)N[C@@H](c2ccccc2)C1=O	0%[20.6 µM]	-5%[25.7 µM]	0.0%[20.6 µM]	1%[17.1 µM]	3%[25.5 µM]	i	-8%[26 µM]	1%[20.5 µM]	i	?	i
3	CCC(=O)Nc1c(C)c(CC)nc2ccccc12	-4%	-1%	1.3%[1.84 µM]	-5%	3%	i	1%	0%	?	i	i
4	CCOC(=O)C1CCN(C(=O)CCn2c(=O)[nH]c3ccsc3c2=O)CC1	0%	21%	-0.2%	0%	2%	i	-2%	26%	i	i	i
5	CC(C)NC(=O)CN(C(=O)CCC(=O)Nc1ccccn1)c1ccc(F)c(Cl)c1	0%	-18%	/	0%	1%	i	-1%	-1%	i	i	i
6	Cc1nc(C)c(C(=O)C2=C(O)C(=O)N(CCN3CCOCC3)C2c2ccco2)s1 (stereo unspecified)	2%	-15%	-1.4%[57.5 µM]	7%	1%	9.6e-08M*	-2%	0%	i	i	1.3e-07M*
7	O=c1[nH]c(N2CCc3ccccc32)nc2c1CCCC2	0%	-5%	1.7%	16%	0%	i	0%	12%	i	i	?
8	Cc1cccc(NC(=O)COc2nsnc2N2CCOCC2)c1	4%	-22%	-1.1%	-7%	-1%	i	-7%	-2%	i	i	i
9	CCCCC(=O)C1CCN(Cc2ccccc2)CC1	-4%[20.6 µM]	/	/	/	2%[25.5 µM]	i	/	/	i	i	i
10	Cc1ccc(C(=O)CSC2=C(C#N)C(c3ccco3)C3=C(CC(C)(C)CC3=O)N2)cc1 (stereo unspecified)	6%	-2%	1.0%	1%	-4%	?	-5%	4%	?	i	?
11	CCOC(=O)C1(Cc2ccc(O)cc2)NC(c2ccco2)C2C(=O)N(c3ccccc3F)C(=O)C21 (stereo unspecified)	2%	-10%	/	-6%	5%	i	-3%	-2%	i	?	i
12	Cn1c(N)c(C(=O)NCc2ccccc2Cl)sc1=S	2%	-19%	1.2%[57.5 µM]	17%	4%	i	-6%	1%	i	i	?
13	OC1(c2cccc(C(F)(F)F)c2)CCN(c2ncnc3c2[nH]c2ccc(F)cc23)CC1	-2%	25µM*	-4.1%[57.5 µM]	?	1%	1e-08M*	5%	2%	i	i	1.3e-08M*
14	CCNc1nc(NC(C)C)nc(N(C#N)Cc2ccccc2)n1	0%	?	/	15%	1%	i	-1%	-2%	i	?	i
15	CCOC(=O)CNC(=O)C(CO)NC(=O)OCc1ccccc1 (stereo unspecified)	9%	-11%	-1.3%	-3%	0%	i	-9%	-7%	i	?	i
16	Cc1cc(NC(=O)Nc2ccc(N(C)C)cc2)c2cc(F)cc(F)c2n1	3%	?	/	14%	-4%	/	7.9µM*	3%	/	/	/
17	Cc1ccc(NC(=O)CSc2nnc(C3CCCCC3)n2N)cc1F	2%	-7%	-8.4%[0.369 µM]	4%	2%	i	-7%	-5%	i	?	i
18	Cc1ccc(NC(=O)C2CCCN(S(=O)(=O)c3cnc[nH]3)C2)cc1C (stereo unspecified)	-3%	-11%	-0.2%	-3%	-2%	/	1%	-6%	/	/	/
19	COc1ccc(C(c2sc3nc(C)nn3c2O)N2CCN(CCO)CC2)cc1OC (stereo unspecified)	/	/	-1.1%	?	3%	/	0%	2%	/	/	/
20	COc1ccc(CN2CC(C(=O)NCCCN3CCOCC3)CC2=O)cc1 (stereo unspecified)	2%	17%	0.7%	?	5%	i	1%	4%	i	?	i
21	C[C@H](CN(C)C)C(=O)c1ccccc1C(=O)O	3%[9.22 µM]	2%[11.5 µM]	3.3%[9.22 µM]	-15%[7.6 µM]	2%[11.4 µM]	i	-1%[11 µM]	1%[9.17 µM]	i	i	i
22	O=c1[nH]cnc2[nH]ncc12	0%	18%&12%	-0.2%&0.4%	-10%&5%	0%	?	0%&0%	-6%	?	i	?
23	Cn1c(=O)c2c(nc(N3CCCCC3)n2CCSc2nc3ccccc3s2)n(C)c1=O	-1%	4%	3.7%	2%	1%	i	-5%	-3%	?	i	i
24	O=C(Cc1c(C(=O)O)[nH]c2ccccc12)NC1CCN(Cc2ccccc2)CC1	-1%	1%	-2.3%	2%	-1%	i	-2%	-5%	i	i	i
25	CSc1nc(-c2ccco2)nn1S(=O)(=O)c1ccc(C)cc1	-2%	-13%	0.6%	10%	-13%	/	-4%	19%	/	/	/
26	CCOc1ccc(-c2nnc(-c3cccs3)o2)cc1OCC	-1%	-6%	/	17%	0%	1.3e-08M*	-6%	6%	i	i	1.4e-08M*
27	CCOC(=O)N1CC=C2C(C#N)=C(N)C(C#N)(C#N)[C@H](c3ccsc3)[C@H]2C1	-2%	30%[activator]	0.8%[0.369 µM]	13%	-2%	5.2e-08M*	-4%	/	?	?	6.5e-08M*
28	COc1cccc(C2CC(c3cccc(C)c3)n3ncnc3N2)c1 (stereo unspecified)	/	11%	1.2%	12%	1%	/	-2%[2.3 µM]	3%	/	/	/
29	O=C(c1ccco1)N1CCN(C(=O)c2cccc3c2C(=O)N(C2CCCCC2)C3)CC1	1%	26%	1.6%	-20%	0%	i	-1%	13%	?	?	?
30	O=C(CNC(=O)c1ccccc1F)NC1CC1	0%	-11%	0.1%[0.0738 µM]	?	2%	/	-3%[11 µM]	-3%[9.17 µM]	/	/	/
31	Cc1ccc(OCC(=O)Nc2nnn(C)n2)c(C)c1	-2%	2%	/	2%	-3%	i	-1%	-4%	i	i	i
32	COC(=O)C1=C(N)Oc2cc(N(C)C)ccc2C1c1ccccc1OC (stereo unspecified)	0%	-16%	/	?	-2%	i	?	-4%	i	?	i
33	O=C(O)CSCCn1cccn1	1%	-9%	/	3%	1%	i	3%	-3%	?	i	i
34	CCOC(=O)c1ccccc1NC(=O)Nc1ccc(OC)c(OC)c1	6%	-11%	-0.1%	-3%	4%	?	-3%	-3%	i	i	?
35	Fc1ccc(Br)cc1/C=N/n1cnnc1	-6%	-23%	1.9%	0%	3%	/	-15%	1%	/	/	/
36	COc1ccc(N=C2C(=O)Nc3ccccc32)cc1	0%	-24%	-0.7%	-16%	-6%	i	-7%	11%	?	?	i
37	O=C(c1cccs1)N1CCN(C2CCN(Cc3ccccc3)CC2)CC1	-7%	-5%	-1.1%	10%	3%	?	0%	4%	i	?	?
38	O=C(NCC1CCCO1)c1cccc(N2CCCC2=O)c1 (stereo unspecified)	6%	11%	-0.5%	5%	2%	i	-2%	5%	?	i	i
39	CCn1c(N)c(C(=O)NCc2ccc3c(c2)OCO3)sc1=S	4%	-23%	-1.1%[57.5 µM]	?	0%	i	-18%	-5%	i	i	?
40	C=CCn1c(SCC(=O)Nc2nc3ccccc3s2)nnc1-c1ccccc1O	4%	16µM*	-0.3%	-23%	0%	i	-6%	0%	i	?	i
41	CN(C)c1ccc(-c2cc(NCc3ccccc3)ncn2)cc1	-1%[9.22 µM]	?	0.6%	?	?	7.5e-08M*	-8%	-2%	i	?	7.8e-08M*
42	COCCn1c(=O)c(CCc2ccccc2)nc2cnc(N3CCNCC3)nc21	5%[9.22 µM]	-17%	-0.8%	?	1%[11.4 µM]	5.6e-08M*	-3%	9%	i	i	6e-08M*
43	O=C(O)CC1Oc2ccc(Cl)cc2NC1=O (stereo unspecified)	/	/	0.9%	0%	0%	/	1%	7%	/	/	/
44	CCOc1cc(C(=O)NCCOC)ccc1OC	3%	2%	-0.4%	1%	4%	i	-4%	0%	i	i	i
45	CCOC(=O)N1CCN(C(=O)C(C)n2nc(C)n3c(cc4sccc43)c2=O)CC1 (stereo unspecified)	-2%	-6%	-1.0%	15%	1%	i	-11%	16%	?	?	i
46	CCOC(=O)C(NC(C)=O)(Nc1ccc(F)cc1)C(F)(F)F (stereo unspecified)	3%	5%	2.4%	-13%	1%	i	-3%	10%	i	i	i
47	c1ccc2c(c1)OCC(c1nnc3sc(-c4cnccn4)nn13)O2 (stereo unspecified)	11%	-19%	-0.9%	?	-1%	i	-5%	0%	i	i	i
48	CC1Oc2ccccc2N(CC(=O)N(Cc2ccccc2)Cc2ccccn2)C1=O (stereo unspecified)	-1%	-8%	-1.6%	-5%	2%	i	0%	4%	i	i	i
49	CCc1c(C)c(C#N)c2nc3ccccc3n2c1N(C)C	0%	5%	/	2.5µM*	-3%	1.1e-07M*	1%	0%	i	i	1.1e-07M*
50	CCCCCSc1nncc(=O)[nH]1	3%	-2%	0.5%	6%	0%	i	-4%	-9%	i	i	i

These rows are one share of the data, so the mix of outcomes need not match the whole.
